# Assay outcomes (PubChem)
# USP2a inh: USP2a (human) protease inhibition | USP2 core, Ub-CHOP2 coupled fluorogenic reporter, 485/531 | O75604 | Potency, µM (titrated, usually from 38.3 µM), inactives show at the top dose activity change, negative = inhibition, actives largely listed as inhibitors | AID 463254 | 0.01% of 330,000 active;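 note: potency is the fitted concentration of half-maximal effect; plate controls were DMSO wells for no effect and full inhibition by NEM control for full effect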
# Target sequence (O75604 whole entry, looked up): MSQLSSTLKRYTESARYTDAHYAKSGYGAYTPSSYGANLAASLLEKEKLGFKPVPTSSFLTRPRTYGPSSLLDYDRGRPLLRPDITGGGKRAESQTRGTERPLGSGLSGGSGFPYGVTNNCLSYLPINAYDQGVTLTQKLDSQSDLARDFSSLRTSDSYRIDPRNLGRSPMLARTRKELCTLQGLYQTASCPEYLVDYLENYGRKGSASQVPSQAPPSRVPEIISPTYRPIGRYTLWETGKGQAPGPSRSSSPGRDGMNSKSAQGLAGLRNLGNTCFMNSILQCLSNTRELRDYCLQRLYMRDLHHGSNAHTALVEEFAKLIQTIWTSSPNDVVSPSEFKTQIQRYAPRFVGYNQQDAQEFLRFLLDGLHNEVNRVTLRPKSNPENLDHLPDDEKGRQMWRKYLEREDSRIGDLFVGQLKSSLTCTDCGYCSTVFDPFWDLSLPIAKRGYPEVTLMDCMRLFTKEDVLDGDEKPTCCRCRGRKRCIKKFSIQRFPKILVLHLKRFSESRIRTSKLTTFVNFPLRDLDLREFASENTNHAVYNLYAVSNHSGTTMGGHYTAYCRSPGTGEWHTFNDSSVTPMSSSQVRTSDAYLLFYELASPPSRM
#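 USP2 core (10nM final) preincubated 30min RT with compound in 20mM Tris-HCl pH 8.0, 2mM CaCl2, 2mM beta-mercaptoethanol, 0.05% CHAPS; 25nM Ub-CHOP2 plus 25nM reporter substrate added, fluorescence (Ex485/Em531) read after 60min.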
# ELG1 DNA repair: ELG1-dependent DNA repair inhibition | 2.3% of 330,000 active | AID 504467 | Potency, µM (doses to about 46.1 µM), for inactives: at the top dose activity change, negative = inhibition, most hits filed as inhibitors | HEK293T ELG1-luciferase reporter, luminescence, 16 h; DNA damage induced by 5-fluorouridine; note: potency is the fitted concentration of half-maximal effect; % is set by controls: 0 for no effect and ±100 for the full control effect; nearly all actives have a fitted effect of over 55% in size
#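 Step one: seed 2,000 cells per well. Step two: pin-transfer compound or DMSO alongside 5-fluorouridine. Step three: incubate 16 hr, 37 °C, 5% CO2. Step four: add ONE-Glo, wait 30 min, read luminescence.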
# A-T KAP1 phos: potential ataxia-telangiectasia treatments restoring KAP-1 phosphorylation; 0.19% of 320,000 active; AID 485349; Potency, µM (doses to about 57.5 µM), without a hit: at the highest dose activation, hits mostly activators; […] A-T fibroblasts, KAP-1 phosphorylation AlphaLISA; neocarzinostatin DNA damage 30 min before lysis; note: potency is the fitted concentration of half-maximal effect; % of control where 0% means no effect; nearly all actives have a fitted effect of over 45% in size
#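 ATM-like activity read as KAP-1 phosphorylation via AlphaLISA donor/acceptor antibody pairs after lysis and 6 hr at 25C. Cells were ATM-null patient fibroblasts ([…], hTERT), dosed 60 min, then exposed to the DSB inducer NCS for 30 min.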
# TSHR antagonist: antagonists of human thyroid stimulating hormone receptor. TSHR-expressing cells, TSH-stimulated cAMP HTRF, 2 h; hits give low values. activity change, negative = inhibition, % at 11.5 µM. P16473. 0.2% of 330,000 active;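 active = activity change below a set negative limit, meaning inhibition stronger than a set level, cut at about -70% in these data; inconclusive = activity change between two set negative limits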; note: % is set by controls: 0 for no effect and ±100 for the full control effect
#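 Antagonism was scored as loss of TSH-driven cAMP in TSHR cells, stimulated with 4nM TSH (EC80) for 2 hours at 37 deg C and detected by homogeneous HTRF competition immunoassay.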
# Mito fusion yeast: mitochondrial division inhibition or fusion activation; S. cerevisiae fusion-defective mutant growth rescue, CellTiterGlo 48 h; Potency, µM (highest dose often 46.1 µM), for the others: at the top dose growth rescue (activation), actives largely listed as activators; 0.23% of 320,000 active; AID 485298;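 note: potency is the fitted concentration of half-maximal effect; % of control where 0% means no effect; nearly all actives have a fitted effect of over 45% in size; temperature-sensitive fusion mutants such as fzo1-1 at 37 °C on non-fermentable ethanol glycerol medium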
#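 Read-out: ATP-based luminescence (CellTiterGlo, 10 min ambient) reporting growth of fusion-defective ts yeast after 48 hours at 37C on glycerol/ethanol YPEG medium in the presence of compound.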
# Eya2 phos inh: inhibitors of human Eya2 phosphatase activity. recombinant Eya2, OMFP fluorescence dephosphorylation (OMFP is methylfluorescein phosphate). Potency, µM (doses to about 76.9 µM), for the others: at the top dose activity, negative = inhibition, most hits filed as inhibitors. 0.006% of 330,000 active. AID 488837; note: potency is the fitted concentration of half-maximal effect; % is set by controls: 0 for no effect and ±100 for the full control effect
#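 Eya2 protein (added as 0.2 uM solution) was preincubated with compound for 10 min at ambient temperature in 50 mM HEPES pH 7.5, 50 mM NaCl, 5 uM MgCl2, 0.05% BSA, 1 mM DTT. OMFP (added at 50 uM) then reacted 10 min; fluorescence read at 485/525 nm.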
# TRPV1 agonist: human TRPV1 agonism; activation, % at 8.33 µM; 0.19% of 320,000 active; Q8NER1; TRPV1-expressing cells, Fluo-8 calcium influx, agonist mode; AID 540275; in the data active = activation above about 80%; inconclusive = between about 30% and that limit; note: 0% is about no effect
#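 Cells expressing TRPV1 were dye-loaded with Fluo-8 and read kinetically: 10 s baseline, 3 min after compound (agonist portion), then 2 min after EC20 capsaicin (allosteric enhancer portion). Calcium-bound dye fluorescence at 480/520 nm.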
# KCNH2 WT inh: inhibitors of human wildtype KCNH2 potassium channel | 0.37% of 340,000 active | U2OS, BacMam KCNH2, thallium flux FluxOr; hits give low values | Q12809 | activity change, % at 1.84 µM;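 active = maximum activity change below -70%; inconclusive = maximum activity change between -70% and -50%; inactive = maximum activity change above -50%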; note: % is set by controls: 0 for no effect and ±100 for the full control effect
#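 U2OS cells transduced with wild-type KCNH2 virus are loaded with FluxOr dye for 45 min, and thallium flux is measured in kinetic reads before and after stimulation buffer. Rate constants are normalized to DMSO controls.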
# KCNH2 3.1 inh: KCNH2 3.1 (human) potassium channel inhibition | 0.95% of 340,000 active | AID 720553 | U2OS KCNH2 3.1, thallium flux FluxOr; hits give low values | activity change, % (tested at about 1.8 µM);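 active = maximum activity change below -70%; inconclusive = maximum activity change from -70% to -50%; inactive = maximum activity change above -50%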;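 note: thallium influx rate constant from kinetic fluorescence after stimulation buffer; % is set by controls: 0 for no effect and ±100 for the full control effect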
#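 Thallium flux read-out: FluxOr dye with Red40 quencher in HBSS/HEPES, 45 min at RT. Rate constants from kinetic reads were normalized to positive and negative DMSO controls. Cells: U2OS virally expressing the 3.1 isoform.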
# TCR activator: activates T cell receptor signaling | 330,000 tested, under 10 active | primary human leukocytes, anti-CD3, IL-2 HTRF, 48 h | Potency, µM (series often up to 9.22 µM), without a hit: top-dose activation of IL-2 secretion, usual class: activators; note: % of control where 0% means no effect
#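 Activity was scored as IL-2 release from primary human leukocytes given only a TCR signal (a-CD3 beads) plus compound for 48 hr. Detection used a two-antibody HTRF format read at 665nm.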
# Active calls of the source: *; ? = inconclusive; . = no result given; & = joins results of further samples; [ ] = remark or other dose. Unless noted, calls come from the whole dose curve; as a rule, active = well fitted curve in the direction sought with a large enough effect; inconclusive = small, poorly fitted or top-dose-only effect, or another doubt; inactive = no such curve, though single readings can be large; an effect the other way counts as inactive or inconclusive. Some of the compounds tested. The share of hits here may be higher or lower than overall.
canonical_smiles,Mito fusion yeast,TSHR antagonist,KCNH2 WT inh,TCR activator,KCNH2 3.1 inh,Eya2 phos inh,TRPV1 agonist,USP2a inh,A-T KAP1 phos,ELG1 DNA repair
Cc1cc(C)c(NC(=O)c2cccc(NC(=O)c3ccco3)c2)c(C)c1,1.8%,-13.8,-12.2,-4.9%,-19.4,4.5%,3.7,0.9%,-3.7%,-18.9%
CCCCOc1ncnc2c1[nH]c1ccc(C)cc12,-5.5%,-19.9,-10.0,1.7%,-3.5,-28.7%,.,1.1%,-3.1%,?
COC(=O)c1cc(NC(=O)c2c(C)noc2C)ccc1N1CCOCC1,1.0%,3.3,-5.8,-3.4%,9.9,0.4%,1.4,2.0%,1.6%,-0.2%
Cc1c(-c2ccccc2)[n+](=O)c(-c2ccc(Cl)cc2)c(C)n1[O-],-1.4%,-11.5,1.8,-2.4%,12.5,10.6%,4.0,1.6%,1.5%,-1.5%
Cc1ccc(S(=O)(=O)Nc2cccc(Cl)c2)cc1NC(=O)c1cccnc1,-28.4%,3.3,1.6,-6.3%,16.6,8.4%,9.0,-0.9%,4.2%,-13.3%
CCNC(=O)/C(C#N)=C/c1c(N2CCCCCC2)nc2ccccn2c1=O,-1.1%,-1.8,-2.5,-4.8%,8.7,-3.8%,8.1,5.6%,-20.0%,?
CC(=O)Nc1ccc(C(=O)OCC(=O)NC2CCCCCCC2)cc1,-3.4%,-2.6,-6.5,5.3%,-9.0,0.4%,-3.4,-0.2%,-1.5%,?
O=c1c2cc(Br)ccc2[nH]c(=S)n1Cc1ccccc1,-21.5%,-0.3,-11.8,-3.9%,-2.1,2.6%,?,-4.3%,19.9%,?
CCOC(=O)N1CCC(NC(=O)C2CCCN(S(C)(=O)=O)C2)CC1 (centres undefined),1.7%,-9.4,-21.7,7.0%,8.0,-1.6%,3.2,3.5%,3.1%,10.1%
CCC(C(=O)Nc1nc(C)cs1)c1ccccc1 (centres undefined),-1.4%,-3.5,3.9,1.1%,2.2,-10.0%,0.9,2.3%,-3.1%,-5.5%
CSCCC(NC(=O)c1ccccc1)C(=O)N1CC(C)OC(C)C1 (centres undefined),2.6%,-1.4,4.7,-2.1%,3.1,3.0%,-3.0,-0.3%,1.9%,0.0%
COC(=O)c1cccc(NC(=O)CSc2nc(C)cc(=O)[nH]2)c1,-4.6%,5.3,-9.0,-4.9%,-3.2,-21.8%,-5.7,-2.7%,-6.8%,?
Cc1ccc(S(=O)(=O)CCC(=O)OCC(=O)N2CCN(S(=O)(=O)c3ccc(Cl)cc3)CC2)cc1,2.2%,0.8,-0.1,6.1%,.,10.5%,-0.6,4.3%,1.2%,10.4%
Cc1ccc(C(=O)Nc2ccc(C)c(S(=O)(=O)N3CCOCC3)c2)c(C)c1,-1.2%,9.0,-26.6,-4.7%,-9.2,-7.9%,27.2,0.0%,-9.6%,1.4%
CNC(=O)c1csc(Cc2c(Cl)sc3ccc(Cl)cc23)n1,?,1.7,-19.5,2.5%,10.1,-1.1%,-1.4,-0.5%,20.2%,?
c1cc2c3c(cccc3c1)NC1(CCC3(CC1)Nc1cccc4cccc(c14)N3)N2,-44.8%[inhibitor],-1.9,-10.1,-9.4%,1.2,-5.3%,0.1,-1.6%,-2.0%,?
Cc1cc(Br)ccc1NC(=O)CNC(=O)CN1C(=O)NC2(CCCCCC2)C1=O,-0.6%,15.8,-5.3,8.1%,-12.3,31.3%[15.4 µM],-3.1,-0.8%,11.2%,-13.9%
COc1cc(-c2cc(N)n(S(=O)(=O)c3ccccc3)n2)cc(OC)c1OC,0.5%,0.2,-8.7,0.1%,10.5,-2.5%,5.7,2.4%,-0.2%,10.9%
Fc1cccc(F)c1-c1nc(-c2ccncc2)no1,-5.8%&3.7%,-2.7,2.2,6.4%,4.1,7.2%,3.0,-0.6%,5.2%,?
Cn1c(-c2ccc(Br)o2)nc2ccccc21,-0.2%,8.5,3.5,-3.5%,5.6,5.8%,-0.3,2.7%,2.0%,?
CN1C(=O)c2ccc(NC(=O)c3c(F)c(F)c(F)c(F)c3F)cc2C1=O,11.6%,7.8,5.8,-68.5%,7.3,-6.7%,0.8,-1.3%,3.3%,-3.4%
C=CCn1c(=NC(=O)C2CC2)sc2cc(NC(C)=O)ccc21,1.6%,-3.3,-2.9,-0.2%,-0.6,3.2%,-0.1,1.1%,8.5%,?
CCOC(=O)c1[nH]nc2c1C(=O)N(CC)C2=O,-0.8%,-5.8,-2.5,-3.7%,-28.8,-1.6%,-0.5,0.0%,0.9%,8.9%
CC1(C(=O)O)COC(c2ccc([N+](=O)[O-])cc2)OC1 (centres undefined),-1.4%,3.0,-1.1,-4.1%,0.1,9.7%,0.0,1.4%,3.7%,10.5%
CCn1ncc([N+](=O)[O-])c1C(=O)Nc1nc2cccc(C)c2s1,13.1%,-6.0,.,10.1%,-5.0,6.9%,0.3,-0.3%,5.1%[11.5 µM],0.0%
CC1CCC2(CC1)NC(=O)N(CC(=O)Nc1ccc3c(c1)OCCCO3)C2=O (centres undefined),-2.7%,16.9,-7.7,2.4%,1.7,0.4%,-1.8,-1.5%,-0.5%,22.8%
COc1cc(OC)c(OC)cc1/C=C1\SC(N2CCCCC2)=NC1=O,-4.5%,-5.9,4.3,-4.2%,-10.6,-23.7%,3.7,0.3%,1.2%,?
CCCCC(=O)Nc1nnc(SCC(=O)NC2CCCC2)s1,-1.6%,1.9,-0.7,2.0%,5.6,-12.6%,-0.8,3.1%,-3.1%,6.5%
Cc1ccccc1NS(=O)(=O)c1ccc(OCC(=O)N2CCCC2)cc1,-2.8%,12.2,-12.1,10.2%,-4.9,9.3%,10.1,0.1%,1.2%,14.7%
NC(=O)NC(=O)COC(=O)/C=C/c1cccc(Br)c1,-3.1%,5.6,7.5,1.2%,-7.3,12.9%,2.7,11.8%,-2.0%,-4.6%
O=C(OCc1cc([N+](=O)[O-])cc2c1OCOC2)c1ccc2ccccc2n1,9.6%,11.8,8.4,-0.3%,-12.0,?,1.1,0.7%,-4.9%,10.1%
COC(=O)c1c(NC(=O)c2nc3ccccc3s2)sc2c1CC(C)(C)NC2(C)C,-15.9%,1.9,13.0,-1.8%,-8.0,-7.2%,0.7,-1.6%,7.9%,3.4%
Cc1cccc(NC(=S)N2CCC(N(C)CC3CCCO3)CC2)c1C (centres undefined),-2.7%,1.8,2.8,.,14.0,-4.4%,-0.6,1.2%,5.4%,-4.8%
COC(=O)Cc1cc(=O)n2[nH]c(C)c(-c3ccccc3)c2n1,-0.2%,26.6,4.6,-2.0%,10.5,11.2%,-5.9,-2.5%,2.5%,10.9%
COc1ccc(CNC(=O)CN(C(=O)c2csnn2)c2ccc(C(C)=O)cc2)cc1,-15.2%,-4.9,1.3,-5.5%,6.4,0.3%,-0.4,0.3%,-1.6%,?
CCOC(=O)c1c(C)c(-c2ccccc2)n(CC(=O)N2CCN(C)CC2)c1C,1.3%,12.0,-2.1,0.3%,15.6,-4.8%,0.3,2.9%,7.2%,-0.5%
COc1ccc(/C=C(/NC(=O)c2ccccc2)C(=O)NC2CCS(=O)(=O)C2)cc1 (centres undefined),-6.8%,2.1,.,-1.1%[46.1 µM],7.2,3.4%,-4.0,1.5%,6.2%,4.6%
OC[C@@H]1[C@@H](c2ccc(Cl)cc2)C(c2cccc(Cl)c2)=NN1c1ccccc1,.,-2.7,1.0,-7.3%[46.1 µM],7.8,-8.7%,.,-11.3%,?,-6.7%
CCCOc1cccc(CN2CCCCC2c2cccnc2)c1 (centres undefined),2.9%,-4.9,0.5,4.0%,-4.3,-7.7%,12.5,0.0%,6.3%,0.5%
Clc1ccc(-c2nc3ccccc3nc2-c2ccccc2)cc1,7.0%,15.5,-8.8,1.5%[46.1 µM],-3.4,-2.9%,3.0,2.0%,-4.2%,-0.3%
O=C(CSCc1c(Cl)cccc1Cl)NCc1cccnc1,0.5%,2.8,-4.8,-3.6%,6.7,2.3%,10.5,2.1%,5.5%,0.8%
CC1(C)CC2CC(C)(CN2C(=O)CN2C(=O)c3ccccc3C2=O)C1 (centres undefined),4.7%,11.2,-1.1,-0.3%,-7.0,-0.7%,2.3,2.9%,2.4%,13.0%
CCc1ccccc1N(C(=O)c1snc(C(N)=O)c1N)C(C(=O)NCC1CCCO1)c1ccc(N(C)C)cc1 (centres undefined),0.5%,-21.4,12.8,-0.9%,5.7,-12.9%,0.3,6.0%,2.8%,-3.1%
